PERK inh = inhibitors of human PERK kinase | 220,000 tested, 0.17% active | inhibition, % at 5.6 µM | Q9NZJ5 | CHO PERK-DD fusion, SEAP luminescence translation reporter | AID 1416;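 active means inhibition above the mean inhibition of all tested compounds plus 3 SD, set separately per screening campaign, cut at about 2.9% in these data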;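 further: PERK kinase domain activated by AP20187 dimerizer at 100 nM; 0% = DMSO with dimerizer and 100% = rapamycin at 8.4 µM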
Hck-Nef inh = human Hck-Nef kinase inhibition. P08631. Recombinant Hck-YEEI plus Nef, Z-Lyte FRET kinase assay. 220,000 tested, 0.68% active. inhibition, % at 20 µM;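 active means Hck-Nef kinase inhibition above about 50%, limit read from the data; inactive means inhibition below that limit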;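 further: 0% = DMSO with Hck plus Nef and 100% = Hck alone without Nef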
Target sequence (P08631 whole entry, looked up): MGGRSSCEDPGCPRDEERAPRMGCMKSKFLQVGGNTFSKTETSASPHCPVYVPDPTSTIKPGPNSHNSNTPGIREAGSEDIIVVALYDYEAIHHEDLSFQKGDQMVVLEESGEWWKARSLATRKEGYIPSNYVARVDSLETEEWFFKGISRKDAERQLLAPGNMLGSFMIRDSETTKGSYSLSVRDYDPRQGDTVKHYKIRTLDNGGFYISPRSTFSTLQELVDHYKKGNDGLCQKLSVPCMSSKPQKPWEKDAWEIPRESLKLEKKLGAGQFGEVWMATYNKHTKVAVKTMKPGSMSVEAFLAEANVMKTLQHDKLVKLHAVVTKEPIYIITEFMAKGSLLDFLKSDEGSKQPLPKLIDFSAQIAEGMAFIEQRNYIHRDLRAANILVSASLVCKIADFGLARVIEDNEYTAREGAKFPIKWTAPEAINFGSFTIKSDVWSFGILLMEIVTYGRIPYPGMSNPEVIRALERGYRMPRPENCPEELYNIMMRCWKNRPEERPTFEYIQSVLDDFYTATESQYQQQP
PGE2 EP2 inh = inhibitors of human EP2 prostaglandin E2 receptor; AID 1422; inhibition, % at 25 µM; C6 glioma cells expressing human EP2, cAMP TR-FRET; cells stimulated with saturating PGE2; 260,000 tested, 0.52% active;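 active means percent inhibition above 40 after rounding to a whole number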;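 further: rat C6 glioma host cells with rolipram phosphodiesterase inhibitor present; the protocol text gives 20 µM as final concentration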
Target sequence (P43116 whole entry, looked up): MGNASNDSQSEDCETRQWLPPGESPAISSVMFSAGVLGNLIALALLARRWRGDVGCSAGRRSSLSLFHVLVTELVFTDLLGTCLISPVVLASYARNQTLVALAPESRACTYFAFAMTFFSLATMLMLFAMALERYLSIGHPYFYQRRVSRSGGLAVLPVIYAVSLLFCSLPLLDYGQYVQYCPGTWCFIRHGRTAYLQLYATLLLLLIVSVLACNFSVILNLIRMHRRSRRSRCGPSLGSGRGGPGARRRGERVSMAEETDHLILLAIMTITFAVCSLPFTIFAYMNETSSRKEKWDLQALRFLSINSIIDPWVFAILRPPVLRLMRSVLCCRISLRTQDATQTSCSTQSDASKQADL
TNF death inh = TNF-alpha cell death inhibition in Jurkat FADD-/- cells. 220,000 tested, 0.068% active. activation (protection from cell death), % at 10 µM. Jurkat FADD-/- TNF necroptosis rescue, ATP luminescence, 24 h; 0 = TNF only, 100 = no-TNF cells;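 active means activation, meaning protection from cell death, of at least 50% relative to plate controls; inactive means activation below 50%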;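 further: necroptosis triggered by 40 ng/mL TNF-alpha added together with compound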
RBBP9 inhibitor = inhibitors of human serine hydrolase RBBP9. O75884. recombinant RBBP9, FP-Rh probe fluorescence polarization. inhibition, % at 7.94 µM. 220,000 tested, 0.2% active;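 active means inhibition above the campaign mean of all tested compounds plus 3 SD, cut at about 14% in these data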;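 further: plate controls were DMSO wells with RBBP9 for no effect and wells lacking RBBP9 protein for full effect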
Target sequence (O75884 whole entry, looked up): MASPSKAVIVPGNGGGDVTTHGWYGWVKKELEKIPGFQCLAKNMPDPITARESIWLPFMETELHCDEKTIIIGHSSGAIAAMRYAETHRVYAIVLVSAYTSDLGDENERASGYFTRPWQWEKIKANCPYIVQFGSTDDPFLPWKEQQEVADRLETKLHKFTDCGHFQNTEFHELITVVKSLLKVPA
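Test system – recombinant human RBBP9 · Input – RBBP9 2.5 µM in dispensing solution, pre-mixing · Medium – Tris buffer pH 8.0, NaCl, Pluronic · Schedule – preincubation 30 min plus labeling 45 min at 25 °C · Measured by – fluorescence polarization · Measure – % inhibition · Controls – DMSO and no-protein wells · Replicates – one well per compound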
Runt-SMMHC FRET = inhibitors of human RUNX1 Runt domain binding to CBFb-SMMHC. AID 1434. 220,000 tested, 0.74% active. inhibition, % at 20 µM. Q01196+Q13951. Cerulean-Runt/Venus-CBFb-SMMHC FRET ratio 530/480, 1 h;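 active means mean inhibition across duplicate retests at 20 µM reaching about 50%, limit read from the data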;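 further: 0% = DMSO wells and 100% = wells with excess untagged CBFb-SMMHC; inhibitors lower the FRET ratio by blocking Runt binding to CBFb-SMMHC; some results filed as inactive read as strong as hits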
Runt-CBFb FRET = inhibitors of human RUNX1 Runt domain binding to CBFb. Cerulean-Runt/Venus-CBFb FRET ratio 530/480, 1 h. 220,000 tested, 0.46% active. inhibition, % at 20 µM;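 active means inhibition over about 50% at 20 µM in the single-dose screen, limit read from the data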;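 further: 0% = DMSO wells and 100% = excess unlabeled CBFb competitor control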
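test system = Cerulean-tagged RUNX1 Runt domain (FRET donor) fusion protein | reagent = Venus-CBFb binding partner, 100 nM | incubation = protein complex preformed 1 h, compound exposure 1 h, room temperature, dark | detection = FRET fluorescence | read-out basis = loss of energy transfer signal | controls = 5 µM unlabeled CBFb as full-inhibition high control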
L929 necroptosis = blocks zVAD induced death of L929 cells | L929 zVAD necroptosis rescue, ATP luminescence, 24 h; with zVAD 60 µM | viability rescue, % at 10 µM | 220,000 tested, 0.38% active | AID 1377;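 active means activation, scaled between plate controls, above about 75%, limit read from the data; inactive means activation under that limit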;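 further: 0% = zVAD with DMSO and 100% = DMSO alone without zVAD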
EP2 modulator = EP2 receptor (human) modulation. P43116. EP2-expressing cells, cAMP HTRF FRET, PGE2 co-stimulation. induction, % at 25 µM. 260,000 tested, 0.83% active. AID 940;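 active means compounds whose cAMP rise, as percent of the full-agonist control response, exceeds 60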;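 further: rat C6 glioma line stably carrying human EP2 under a CMV promoter; the protocol text gives 20 µM as final concentration; 100% = response of wells given 1 µM PGE2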
* = called active by the depositor; · = not tested or not shown.

SMILES	PERK inh	Hck-Nef inh	PGE2 EP2 inh	TNF death inh	RBBP9 inhibitor	Runt-SMMHC FRET	Runt-CBFb FRET	L929 necroptosis	EP2 modulator
O=C(NCc1ccncc1)C(=O)Nc1nc(C23CC4CC(CC(C4)C2)C3)cs1	-0.4	-0.8	12.6	-7.2	-7.0	-21.7	-16.6	28.3	-4.0
CC(=O)c1ccc(N=c2scc(C)n2C(C)C)cc1	1.2	6.5	6.8	-0.3	2.0	16.8	11.3	0.8	6.9
COCCN(C(=O)C1CC1)c1nnc(-c2ccc(C)cc2)s1	-0.8	1.0	4.3	0.7	0.3	0.1	-2.4	0.0	-21.0
CCCCCCn1c(=O)c(C(=O)N/N=C/c2cccc(F)c2)c(O)c2ccccc21	0.9	20.4	-0.8	-0.9	-8.3	-2.0	-1.2	4.9	29.6
Cc1nc(N2N=C3/C(=C/c4ccc(F)cc4)CCCC3C2c2ccc(F)cc2)sc1C(=O)N(C)C (stereo not drawn)	-2.3	-27.7	·	-4.4	-8.6	-72.9	-38.8	0.6	8.3
Cc1ccc2c(c1)N(CC(=O)N1CCCc3ccccc31)C(=O)CO2	-1.3	1.2	9.6	-0.2	-7.4	1.3	1.1	0.8	-29.8
O=c1oc2cc(OCc3ccc(F)cc3F)ccc2cc1-c1ccccn1	0.3	5.9	9.3	-1.9	-4.6	29.4	12.1	-0.3	-3.2
CCCC(=O)OCCNc1cc(Sc2nc3ccccc3[nH]2)c2nonc2c1[N+](=O)[O-]	-0.1	1.1	35.4	-11.4	3.3	27.2	40.1	1.8	-84.6
CNC(=O)NC1CCCc2ccccc21 (stereo not drawn)	0.8	-0.9	1.3	-3.0	1.4	1.9	-0.3	-0.2	35.6
Cc1cc(N2CCN(C)CC2)nc2ccc(NC(=S)N3CCC4(CC3)OCCO4)cc12	1.1	-2.8	4.8	2.4	-5.4	3.5	5.7	4.5	0.8
CCN1C=C(C(=O)OC)C(c2cccc(OC)c2OC)C(C(=O)OC)=C1	0.3	84.7*	5.1	0.8	-9.4	85.9*	20.9	-0.5	9.7
Cc1cc(C)c(C#N)c(SCc2ccc3c(c2)OCO3)n1	0.0	0.0	12.7	-1.5	-8.9	-5.3	-1.3	0.2	49.0
Cc1ccc(C)n1NC(=O)c1ccco1	1.3	8.1	10.3	-2.3	-2.9	5.9	0.0	-0.3	7.3
O=C(/C=C/Nc1ccccc1Br)c1ccccn1	0.6	0.8	19.8	-4.9	7.2	-12.8	0.1	-0.5	-41.0
CCOC(=O)CNc1c(-c2ccccc2)nc2ccc(Cl)cn12	0.1	0.4	4.0	-2.5	-0.1	3.0	-0.1	-0.2	12.1
Cc1ccc(C(=O)N/C(=C/c2ccccc2)C(=O)NCc2ccncc2)cc1	0.1	8.2	12.5	-2.7	-4.1	-1.2	0.6	-0.9	2.3
COc1cccc2c(=O)n(CC(=O)N3CCc4ccccc43)ccc12	1.5	1.8	12.3	-1.4	-6.7	1.0	1.0	1.3	12.2
CCSc1cc(C2C(C(=O)OC)=C(C)NC3=C2C(=O)CCC3)c(C)o1 (stereo not drawn)	-0.6	3.3	9.4	-1.2	-5.6	-25.0	-10.5	-1.2	15.9
COc1ccccc1CNC(=O)CSc1nn2c(=O)c(C(C)(C)C)nnc2s1	0.3	18.7	8.5	0.1	-1.1	-2.7	0.3	2.6	3.6
CC(Sc1nnc(Cc2ccc3c(c2)OCO3)o1)C(N)=O (stereo not drawn)	-0.5	23.8	4.4	2.5	0.6	0.8	0.2	1.2	6.4
CC(=O)Nc1cccc(NC(C)=C(C#N)C#N)c1	-0.2	4.7	5.8	1.4	0.5	1.9	1.2	0.6	-16.5
COc1ccc(C2C(C#N)=C(N)Oc3cc(C)n(CCN4CCOCC4)c(=O)c32)cc1OC (stereo not drawn)	0.5	-6.9	3.4	0.1	-11.3	0.8	0.2	0.3	21.9
O=C(/C=C/c1ccco1)Nc1ccc(Cl)c(S(=O)(=O)N2CCOCC2)c1	-2.3	14.1	17.4	-3.2	-11.5	-1.6	4.4	-0.5	-53.9
COCCNC(=O)Cn1cnc2c1c(=O)n(C)c(=O)n2C	1.1	1.2	11.4	1.3	1.5	1.8	0.5	0.5	3.1
CCOc1ccc(N2CC(C(=O)NCCN3C(=O)S/C(=C\c4cccnc4)C3=O)CC2=O)cc1 (stereo not drawn)	1.1	-2.4	1.9	0.2	-7.9	-0.8	3.9	0.3	-14.3
O=C(CN1CCOCC1)c1c[nH]c2ccccc12	0.4	-0.2	9.0	-1.6	-4.7	-1.0	-0.4	-0.4	9.4
S=C(c1ccc(N2CCCC2)c(Br)c1)N1CCCCC1	-0.5	21.2	5.3	0.8	-4.2	2.4	0.3	0.1	10.6
O=C1CCCC2=C1C(c1cccs1)Nc1ccc3ncccc3c12 (stereo not drawn)	-0.3	23.3	11.5	-8.9	2.2	5.4	7.8	-0.2	-13.2
CC1CCCC(NC(=O)C2CCC(CNc3c(N4CCCCC4)c(=O)c3=O)CC2)C1C (stereo not drawn)	2.0	31.4	9.2	0.8	-9.5	0.8	-2.6	0.9	9.4
O=c1c2ccccc2nc(SCc2ccccc2Cl)n1Cc1ccccc1	2.1	0.0	3.2	-1.9	-5.5	-4.7	-2.6	0.0	38.0
COC(=O)[C@H](CCSC)NC(=O)c1cccnc1SC	-0.2	3.8	14.5	1.2	-5.4	-3.8	-2.6	0.1	-18.9
O=C(CC(C(=O)O)c1c[nH]c2ccccc12)c1ccccc1 (stereo not drawn)	0.8	31.9	5.6	-0.4	-6.0	2.6	0.9	0.6	1.1
CC(C)c1nc2oc3c(NCc4cccnc4)ncnc3c2c2c1CCC2	0.1	2.4	15.4	6.2	-8.6	-0.3	-3.2	2.7	37.3
O=C(NCc1ccco1)C1c2ccccc2Oc2ccccc21	0.3	0.1	6.3	-1.1	-8.5	-5.9	2.3	0.0	-11.3
COc1cc2cccc(OC)c(=O)c2c(O)c1OC	0.3	6.4	11.0	0.3	-3.5	-1.2	0.5	1.6	-13.8
C=CCSc1nc2sc3c(c2c(=O)[nH]1)CCC3	0.3	4.2	6.4	0.8	-3.7	-5.0	2.0	1.2	22.7
Cc1cccc(OCC(O)CN2C(C)(C)CC(O)CC2(C)C)c1C (stereo not drawn)	0.4	10.4	9.6	2.3	-1.5	-0.6	2.2	-0.9	-11.4
CCn1c(-c2cc(-c3cc(OC)ccc3OC)nc3ccccc23)n[nH]c1=S	-1.7	-0.3	9.4	-3.0	-0.9	5.3	1.3	-1.3	19.8
CCSC1=C(C#N)C(c2ccc(C)o2)CC(=O)N1 (stereo not drawn)	1.4	14.2	3.7	5.4	-4.9	-2.5	0.0	0.0	-1.3
O=C(NN1CCOCC1)c1ccc(S(=O)(=O)N2CCCCC2)cc1	1.1	18.4	9.6	0.0	-2.0	-1.4	0.0	-0.2	-1.5
Cc1cccc(NC(=S)NCc2ccncc2)c1C	1.1	-2.8	3.1	-0.5	-3.8	7.0	2.4	-0.3	0.4
CC(=O)Nc1ccc(S(=O)(=O)NCCNc2ccccc2[N+](=O)[O-])cc1	0.0	9.1	-0.1	-1.6	-8.8	-8.0	1.3	0.7	-33.9
Cc1cc(-c2cc(C(=O)NC3CCCC3)on2)nc(NCC2CC2)n1	·	19.5	9.7	1.5	·	-1.7	0.5	0.2	-8.2
Cc1nc(NCC2CCCO2)c2nnn(Cc3c(F)cccc3Cl)c2n1 (stereo not drawn)	-0.8	13.5	2.0	0.0	3.6	-0.5	-0.5	-1.5	-10.4
CC[n+]1c(C)n(C)c2cc(S(=O)(=O)N(C)C)ccc21	0.4	15.3	7.2	0.8	-8.6	2.1	-13.8	4.7	10.6
CCOC(=O)C1=C(N)N2C(=O)C(C)SC2=C(C(=O)OCC)C1c1cc(OC)c(OC)c(OC)c1 (stereo not drawn)	0.9	29.5	-0.5	1.3	4.7	-1.0	-5.0	-1.0	22.9
COCCN(Cc1cc2cccc(C)c2n2nnnc12)C(=O)C(F)(F)F	-0.4	-3.5	1.6	1.4	-12.5	-10.9	-2.1	0.6	13.8
Cc1cc(C)cc(N2Cc3ccccc3C2)c1	0.3	1.6	7.2	-0.6	-5.5	-1.6	1.1	-0.8	5.2
O=C1N/C(=N\S(=O)(=O)Cc2ccccc2)S/C1=C/c1cc([N+](=O)[O-])ccc1O	1.4	-30.4	11.2	-0.6	-2.6	-219.4	-67.4	0.2	-24.0
O=C(CSc1nnc(-c2ccco2)n1CC1CCCO1)c1ccccc1 (stereo not drawn)	-0.8	4.7	6.7	-0.5	-1.7	-1.1	2.4	-0.3	8.8
CC(C)(C)NC(=O)c1ccncc1	0.9	0.3	9.6	1.2	5.4	0.8	-1.1	0.7	12.2
Cc1ccc(S(=O)(=O)N2CCN(S(C)(=O)=O)C2)cc1	1.5	1.3	10.9	0.5	-8.7	-1.9	-1.6	0.0	-21.2
CCOc1ccc(C)cc1S(=O)(=O)NC1CCCCC1	0.2	1.3	10.0	1.3	-4.2	-0.6	-1.1	0.0	-5.0
CC1CCCCC1NC(=O)COC(=O)c1ccccc1NC(=O)c1ccco1 (stereo not drawn)	-1.2	0.1	15.3	1.5	1.2	-8.7	-0.5	0.6	3.3
CCSc1nc(C)c(C(C)=O)cc1C#N	0.6	5.4	6.7	-2.1	-3.9	-2.5	3.8	-0.3	30.5
c1ccc(Cn2nnnc2CN2CCN(c3ncccn3)CC2)cc1	0.9	-0.8	19.4	-1.5	1.9	-3.0	3.0	0.3	-4.9
COc1ccc(Cc2noc(CN3CCN(c4ccc(Cl)cn4)CC3)n2)cc1OC	-0.4	17.4	4.2	-2.3	-5.9	-4.1	1.2	0.3	-24.2
FCCCOc1ccc(-c2nccc(-c3ccc(F)cc3)n2)cc1	0.6	-1.0	12.7	-4.5	-6.0	-1.9	-2.1	0.5	39.4
Cc1noc(C)c1C(=O)OCC(=O)Nc1ccccc1C(=O)NC(C)c1ccccc1 (stereo not drawn)	-0.4	-0.8	4.2	1.6	-4.0	-5.1	-1.7	-0.4	41.9
COCCNC(=S)Nc1ccc([N+](=O)[O-])cc1C	0.6	8.4	11.9	-0.3	-2.7	-0.7	8.5	1.3	17.0

Shown with two lines to a compound: part of the list above
The line under a structure holds: PERK inh	Hck-Nef inh	PGE2 EP2 inh	TNF death inh	RBBP9 inhibitor	Runt-SMMHC FRET	Runt-CBFb FRET	L929 necroptosis	EP2 modulator
CCOC(=O)CNc1c(-c2ccccc2)nc2ccc(Cl)cn12
  0.1	0.4	4.0	-2.5	-0.1	3.0	-0.1	-0.2	12.1
Cc1ccc(C(=O)N/C(=C/c2ccccc2)C(=O)NCc2ccncc2)cc1
  0.1	8.2	12.5	-2.7	-4.1	-1.2	0.6	-0.9	2.3

Some of the compounds tested (hit frequency here may not be typical).
